Screens from PubChem BioAssay.
RGS4-Gao reg – human RGS4-Galphao interaction regulation; binding response (% of control), % at 10 µM; Multiplexed bead flow cytometry, RGS4-Galphao binding; actives lie on both sides; P09471; actives 0.33% (n = 220,000); in the data active = binding response below about 49% or above about 150%; inactive = in between;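 note: fluorescent Galphao activated with aluminum fluoride binding bead-coupled RGS4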
Target sequence (P09471 whole entry, looked up): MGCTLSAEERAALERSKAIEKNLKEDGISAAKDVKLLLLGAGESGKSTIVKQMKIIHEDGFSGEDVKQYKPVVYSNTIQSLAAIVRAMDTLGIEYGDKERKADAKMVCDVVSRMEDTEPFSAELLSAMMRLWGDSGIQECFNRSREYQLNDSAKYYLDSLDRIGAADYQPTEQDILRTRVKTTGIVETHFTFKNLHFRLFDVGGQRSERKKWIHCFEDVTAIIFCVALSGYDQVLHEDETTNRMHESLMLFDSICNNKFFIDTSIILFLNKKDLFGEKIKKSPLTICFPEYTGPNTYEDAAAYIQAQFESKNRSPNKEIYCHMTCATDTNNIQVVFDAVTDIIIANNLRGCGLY
Avidin fluor – avidin bead compound fluorescence profile | actives 0.38% (n = 220,000) | fluorescence (KMESF) at 10 µM | Avidin beads, compound fluorescence 488/530 nm, flow cytometry; active compounds read high | AID 1775; in the data active = fluorescence above about 47; note: inactives centre near 10
RGS7-Gao – regulators of human RGS7-Galphao interaction; P09471; AID 1439; actives 0.35% (n = 220,000); Multiplexed bead flow cytometry, RGS7-Galphao binding; actives lie on both sides; binding response (% of control), % at 10 µM; in the data active = binding response below about 49% or above about 150%; inconclusive = no clear call, values can overlap the other calls; inactive = in between;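 note: fluorescent Galphao held in activated GDP-AlF4 state binding bead-coupled RGS7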
Numbers without * were called inactive; ? = inconclusive; / = no result given; [ ] = remark or other dose. These rows are one share of the data (hit frequency here may not be typical).

SMILES	RGS4-Gao reg	Avidin fluor	RGS7-Gao
COc1ccc(OC)c(/C=N/Nc2cc(C)nc(N3CCOCC3)n2)c1	109	13	?
N/C(=N\c1nc2ccccc2o1)NC(=O)c1ccccc1Br	100	7	?
CC(=O)NC(=S)Nc1ccc(NC(=O)c2cccnc2Cl)cc1	96	8	?
CCOCCN(C(=O)c1ccccc1Cl)c1cccc(C)c1C	165*[activator]	85*	?
CCCc1c(C(=O)NNc2cc(C(F)(F)F)ccc2Cl)cnn1-c1ccccc1	93	4	?
NC(=S)N/N=C1\CCOc2ccc(Cl)cc21	100	3	?
Cc1sc2nc(COC(=O)c3cccc(OC(F)F)c3)[nH]c(=O)c2c1C	72	5	/
CCCc1cc(NCCCO)n2c(nc3ccccc32)c1C#N	110	5	?
Cc1cc(/C=C2\NC(=S)NC2=O)c(C)n1-c1cccnc1	107	8	?
Cc1cc(C(=O)OCC(=O)Nc2cccc(S(=O)(=O)N(C)C)c2)c(C)o1	92	7	?
Nc1nc(-c2ccc(Cl)cc2)nc(-c2ccc(Cl)cc2)n1	104	7	?
COc1ccc(OC(=O)NCCc2ccccc2)cc1	102	6	?
Cc1nc(C)c(Oc2cccc(C(F)(F)F)c2)c(=O)[nH]1	106	4	?
CC1=C(C(N)=O)S(=O)(=O)c2ccccc21	90	8	?
O=C(O)/C=C/c1ccc(S(=O)(=O)Nc2ccc(OCc3ccccc3)cc2)cc1	104	7	?
O=C(O)CCc1ccccc1OC(=O)c1ccccc1	104	8	?
O=C(c1ccc(Cl)c(S(=O)(=O)N2CCCCCC2)c1)N1CCCC1	101	7	?
COc1ccc(/C=C/C(=O)OCc2nc3ccccc3c(=O)[nH]2)c(OC)c1	103	6	?
Cc1cc(C)nc(SCC(N)=O)n1	102	11	?
O=C(CSc1ccc(Cl)cc1)N1N=CCC1c1ccccc1 (configuration not stated)	94	7	?
CCCNC(=O)c1ccc2c(=O)c(O)c(-c3ccc(F)cc3)[nH]c2c1	102	8	?
COc1cc(Br)c(Br)cc1N	105	3	?
COC(=O)/C=C/c1c(C)[nH]c(=O)[nH]c1=O	101	7	?
OC1(C(F)(F)F)CC(c2ccc3ccccc3c2)=NO1 (configuration not stated)	88	14	?
COc1cc(/C=N/NC(=S)NC2CC3CC2C2C=CCC32)ccc1O (configuration not stated)	101	7	?
Oc1[nH]c2ccc(Br)cc2c1N=Nc1nn[nH]n1	111	4	?
O=C(Nc1cccc(-c2csc(Nc3cccc(C(F)(F)F)c3)n2)c1)c1cc([N+](=O)[O-])cc(C(F)(F)F)c1	99	7	?
CNC(=S)NNC(=O)Cc1ccc(OC)cc1	91	6	?
COP1(=O)C[C@@H](O)[C@@H](O)[C@@H](COCc2ccccc2)O1 (some centres not stated)	99	8	?
COc1ccc(-n2c(O)c(C=NCc3ccccn3)c3ccccc3c2=O)c(OC)c1	101	6	?
Cc1c(NC(=O)c2ccc(S(=O)(=O)N3CCOCC3)cc2)c(=O)n(-c2ccccc2)n1C	82	3	?
O=S1(=O)[C@H]2C[C@@H]3C=C[C@]2(CN1Cc1ccc(C(F)(F)F)cc1)O3	99	12	?
Cc1ccc(N=CC2=C(O)CC(c3ccccc3Cl)CC2=O)cc1 (configuration not stated)	100	7	?
CCn1c(SCC(=O)N(C)c2c(N)n(Cc3ccccc3)c(=O)[nH]c2=O)nc2ccccc21	101	8	?
Cc1nc(-c2ccc(S(=O)(=O)N3CCN(C4c5ccccc5-c5ccccc54)CC3)s2)cs1	96	7	?
Cn1cc([N+](=O)[O-])c(C(=O)n2cccn2)n1	101	6	?
CN(C)C(=O)N(CCCN1CCOCC1)Cc1cccc2ccccc12	101	4	?
O=C(Cc1ccccc1)NNC(=S)NC(=O)c1cccs1	97	3	?
CCN(CC)CCC(c1cc(OC)c(OC)c(OC)c1)c1c(OC)cc(OC)c2ccc(=O)oc12 (configuration not stated)	96	16	?
Cn1c(=O)c([N+](=O)[O-])c(-n2cnc3ccccc32)c2ccccc21	104	4	?
COc1ccc(-n2c(SCC(=O)Nc3cc(C(=O)O)ccc3C)nc3ccccc3c2=O)cc1Cl	110	4	?
CCOC(=O)C1(Cc2cccc(OC)c2)CCN(Cc2ccon2)CC1	104	5	?
CCOc1cc(/C=N\Nc2nc(-c3ccc(C)cc3)c(NC(C)=O)s2)ccc1O	100	3	?
N#Cc1cccnc1N1CCN(C(=O)COCC(=O)O)CC1	102	8	?
COc1ccc(NC(=O)c2scc(S(=O)(=O)C(C)C)c2N)cc1	100	6	?
CC(=O)Nc1ccc2c(c1)CCCC2	99	3	?
O=C1CC(C(=O)Nc2ccc(Cl)c(Cl)c2)S/C(=N\N=C\c2ccco2)N1 (configuration not stated)	104	7	?
COC(=O)c1ccc(/C=N/N2CCN(Cc3ccccc3Cl)CC2)cc1	96	6	?
COc1ccc(-c2nn(-c3ccccc3)cc2C(=O)NC(=S)Nc2cc(Cl)ccc2Cl)cc1	99	11	?
C=CCn1c(SCc2nc3ccccc3c(=O)[nH]2)nc2sc3c(c2c1=O)CCCC3	99	4	?
Cc1ccc(C(=O)C(=O)c2ccc(C)c(N)c2)cc1N	115	8	?
CCOc1ccc2c(c1)C(=O)c1cc(OCC(=O)O)ccc1-2	95	3	?
COc1ccc([N+](=O)[O-])c(S(=O)(=O)c2ccc(Cl)cc2)n1	102	6	?
COc1ccc(C2=NOC(COc3ccc([N+](=O)[O-])cc3)C2)cc1 (configuration not stated)	97	6	?
CCn1c(O)c(C#N)c(C)cc1=O	101	3	?
CCOC(=O)c1sc(NC(=O)CSC(=S)N2CCOCC2)nc1C	99	8	?
c1ccc(Cn2c3ccccc3c3nnc(SCCN4CCCCC4)nc32)cc1	102	7	?
CCn1nc(C)c(Br)c1C(=O)Sc1ccccc1Cl	95	7	?
CC(/C=C1\SC(=S)N(NS(=O)(=O)c2ccc(C)cc2)C1=O)=C\c1ccccc1	99	3	?
CC(=O)Nc1ccc2c(CSc3nnc(N)s3)cc(=O)oc2c1	101	5	?

A run of entries taken from the entries so far:
SMILES	RGS4-Gao reg	Avidin fluor	RGS7-Gao
CCOC(=O)c1sc(NC(=O)CSC(=S)N2CCOCC2)nc1C	99	8	?
c1ccc(Cn2c3ccccc3c3nnc(SCCN4CCCCC4)nc32)cc1	102	7	?
CCn1nc(C)c(Br)c1C(=O)Sc1ccccc1Cl	95	7	?
CC(/C=C1\SC(=S)N(NS(=O)(=O)c2ccc(C)cc2)C1=O)=C\c1ccccc1	99	3	?
CC(=O)Nc1ccc2c(CSc3nnc(N)s3)cc(=O)oc2c1	101	5	?

New compounds follow
SMILES	RGS4-Gao reg	Avidin fluor	RGS7-Gao
COc1cccc(/C=N/n2c(-c3cc(C)[nH]n3)n[nH]c2=S)c1	109	4	?
CCCCC#Cc1ccc(C(=O)NNC(=O)Nc2ccccc2)o1	104	6	?
C=C1CCN([C@H](C(=O)NCc2ccccc2)C(C)C)S(=O)(=O)c2ccccc21	97	7	?
COc1cc(-c2noc(CCCC(=O)Nc3cccnc3)n2)cc(OC)c1OC	103	7	?
CCOC(=O)C1(Cc2cccc(OC)c2)CCCN(C(=O)c2ccccc2C)C1 (configuration not stated)	96	8	?
COc1ccc(Nc2cc(C)nc(N)n2)cc1	98	10	?
COc1ccc2[nH]c(=O)c(CN(C(=O)c3cccnc3)c3ccccc3C)cc2c1	307*[activator]	118*	?
COc1ccc(CN2CCNC(=O)C2CC(=O)N(Cc2nccn2C)C(C)C)c(OC)c1 (configuration not stated)	96	6	?
Cc1c(Cc2ccccc2)c(=O)oc2cc(O)ccc12	100	6	?
Cc1nc2ccccc2c(=O)n1Cc1ccco1	103	8	?
COc1cc(/C=N/NC(=O)c2sc3ccccc3c2Cl)ccc1OC(=O)c1ccc([N+](=O)[O-])cc1	101	9	?
C=CCSc1cc(C)nc2c(-c3ccccc3)cnn12	103	7	?
Cc1ccccc1/C=N/n1c(-c2ccccn2)n[nH]c1=S	97	3	?
N#CCCN(CCC#N)C(=S)NC1CC2C=CC1C2 (configuration not stated)	102	6	?
COC(=O)c1scc(S(C)(=O)=O)c1-n1cccc1	101	7	?
CC/C(C)=N/NS(=O)(=O)c1ccc(C)c([N+](=O)[O-])c1	101	7	?
CN(C)/C=C(\C(=O)c1ccccc1)c1nnnn1-c1ccc(F)cc1	99	8	?
O=C(CNc1cccc2ccccc12)N/N=C/c1ccccn1	104	8	?
Cc1ccc(C)n1-c1nn(S(=O)(=O)c2cccc(C(F)(F)F)c2)c2cccc(F)c12	95	7	?
CSc1nccc(-c2sc(SC)c(C#N)c2-c2ccccc2)n1	101	8	?
Cc1cnc(NC(=O)Cn2cnc3c2c(=O)n(C)c(=O)n3C)s1	92	8	?
COc1cccc(N(CC(=O)NCc2ccco2)C(=O)CCC(=O)Nc2nccs2)c1	101	11	?
C[C@]12CS(=O)(=O)C[C@H]1SC(=S)N2c1ccccc1	98	6	?
COC(CSc1ncnc2c1oc1nc3c(cc12)COC(C)(C)C3)OC	111	5	?
Cc1ccc(-c2csc(/C=C3\SC(C)C(=O)N3CC(=O)Nc3ccccc3F)n2)cc1 (configuration not stated)	99	8	?
O=C(Nc1nc2ccccc2s1)c1cccc(S(=O)(=O)N2CCc3ccccc32)c1	101	9	?
CC(C)CNS(=O)(=O)c1cc(C(=O)OCC(=O)N(C)C2CCS(=O)(=O)C2)c(Cl)cc1Cl (configuration not stated)	99	9	?
COc1cc(NC(=O)c2cnc(N)s2)cc(C(=O)Nc2cccc(C(F)(F)F)c2)c1	97	7	?
CCOC(=O)C1CSC(CC(=O)Nc2ccc(OC(F)(F)F)cc2)C(=O)N1 (configuration not stated)	102	5	?
S=c1[nH]c(-c2ccccc2)cn1/N=C/c1cccnc1	95	6	?
CCCc1nnc(NC(=O)CCC(=O)NCc2ccc(OC)cc2)s1	84	2	?
O=c1cc(C(F)(F)F)[nH]c2ccc(C(F)(F)F)cc12	98	6	?
Cc1c(C(=O)O)c(C(=O)O)c2n1CCS2	107	9	?
COC(=O)C1=NNC2(C)C(=O)N(c3ccc(C)cc3)C(=O)C12 (configuration not stated)	103	6	?
CCc1cccc(NC(=O)c2ccc3c(=O)n4c(nc3c2)CCCCC4)c1	106	7	?
Cc1cccc(NC(=S)NC2CC3C=CC2C3)c1 (configuration not stated)	108	8	?

Avidin fluor: entries above that show a hit.
SMILES	RGS4-Gao reg	Avidin fluor	RGS7-Gao
CCOCCN(C(=O)c1ccccc1Cl)c1cccc(C)c1C	165*[activator]	85*	?
COc1ccc2[nH]c(=O)c(CN(C(=O)c3cccnc3)c3ccccc3C)cc2c1	307*[activator]	118*	?

Going on with the list.
SMILES	RGS4-Gao reg	Avidin fluor	RGS7-Gao
O=C(Nc1ccccc1C(=O)Nc1nnc(C(F)(F)F)s1)c1ccccc1Cl	103	4	?
CCCOc1ccc(-c2nc(-c3ccc([N+](=O)[O-])cc3)cs2)cc1	100	2	?
Oc1c(CN2CCN(c3ccccc3)CC2)cc(Br)c2cccnc12	96	8	?
COc1ccc(C2C(C(=O)c3cccs3)=C(O)C(=O)N2c2cccc(C)n2)cc1OC (configuration not stated)	100	5	?
CN1c2ccccc2C(=O)NC1c1ccc([N+](=O)[O-])s1 (configuration not stated)	105	7	?
O=S(=O)(NCc1ccccn1)c1cc(OCC(F)(F)F)ccc1OCC(F)(F)F	106	12	?
Nn1c(SCC(=O)NCCCc2ccccc2)nnc1-c1cccnc1	107	4	?
OCCNc1nc2ccccc2nc1NCCO	99	8	?
Cc1cc(C)c2c(N)c(C(=O)NN3CC(=O)N(c4cccc(Cl)c4)CC3=O)sc2n1	102	8	?
COc1ccc(/C=C(\NC(=O)c2ccccc2)C(=O)NC2CCS(=O)(=O)C2)cc1 (configuration not stated)	97	3	?
CCOC(=O)/C(C#N)=N/Nc1c(S(=O)(=O)Cc2ccco2)csc1C(=O)OC	98	6	?
CCN(CC)S(=O)(=O)c1ccc(-c2cc(C(=O)OC)sc2C(F)(F)F)cc1	99	4	?
Cc1ccc(CNC(=O)c2cccnc2Sc2cccc(Cl)c2)cc1	105	6	?
COC(=O)n1c(=O)oc2ccc(S(=O)(=O)N3CCCCC3)cc21	101	7	?
CC(C)OC(=O)NC(Nc1ccccc1C(=O)O)(C(F)(F)F)C(F)(F)F	97	3	?
CCCCNc1c([N+](=O)[O-])ncn1C	97	5	?
Cc1ccc(S(=O)(=O)Nc2ccc(N(C)S(=O)(=O)c3ccc(C)cc3)cc2)cc1	102	7	?
Cc1cc(NC(=O)CSc2nc3ccccc3[nH]2)n(-c2ccccc2)n1	96	8	?
COc1ccc(NS(=O)(=O)c2ccc(-c3n[nH]c(=S)n3Cc3ccccc3)cc2)cc1	102	4	?
O=C1Nc2cc3c(cc2C1=O)sc1ccccc13	103	7	?

Record cards, from the list above:
CCCNC(=O)c1ccc2c(=O)c(O)c(-c3ccc(F)cc3)[nH]c2c1 is entered as RGS4-Gao reg: 102; Avidin fluor: 8; RGS7-Gao: ?
N/C(=N\c1nc2ccccc2o1)NC(=O)c1ccccc1Br is entered as RGS4-Gao reg: 100; Avidin fluor: 7; RGS7-Gao: ?

Laid out differently: three of the compounds above.
RGS4-Gao reg,Avidin fluor,RGS7-Gao,SMILES
99,8,?,CCOC(=O)c1sc(NC(=O)CSC(=S)N2CCOCC2)nc1C
102,7,?,c1ccc(Cn2c3ccccc3c3nnc(SCCN4CCCCC4)nc32)cc1
95,7,?,CCn1nc(C)c(Br)c1C(=O)Sc1ccccc1Cl
